Bioassay records from PubChem BioAssay.
Insulin prom inh: TRM-6 insulin promoter activity inhibition; TRM-6 cells (human fetal islet line), insulin promoter-eGFP reporter, imaging; reporter expression induced with tamoxifen; inhibition, % at 2 µM; hit rate 0.9% among 130,000; AID 1273;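 active = inhibition above the mean plus 3 SD, with well images judged a real hit on visual review, cut at about 60% in these data, passing the limit was not always enough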
SDO1 yeast rescue: compounds rescuing growth of sdo1-depleted yeast, bone marrow failure model. S. cerevisiae sdo1-depleted JHY4D growth rescue, OD600 30 h; hits give high values; pdr5 snq2 efflux-pump mutant strain. AID 817. hit rate 0.21% among 140,000. z-score at 10 µM;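 active = z-score above 3 at both the 24 hr and the 30 hr optical density reads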;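 note: z-score against mean and SD of all compound wells on the same plate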
SDO1 yeast rescue Rescue 24 h: recorded beside SDO1 yeast rescue, whose call it bears; z-score; S. cerevisiae sdo1-depleted JHY4D growth rescue, OD600; measured here: growth rescue at 24 h;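 0 is the plate mean of compound wells and units are plate SD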
Starred values were filed as active, the others as inactive; / = not tested or not shown.

Structure	Insulin prom inh	SDO1 yeast rescue	SDO1 yeast rescue Rescue 24 h
CCc1ccc(NC(=O)CSC2=C(C#N)C(c3ccco3)C3=C(CCCC3=O)N2)cc1 (stereo not given)	-8	1.4	2.7
NS(=O)(=O)c1ccc(N/C=C/C(=O)c2ccc(Br)cc2)cc1	35	-0.47	1.1
O=C(CN1C(=O)CSc2ccccc21)NC1CCCC1	/	0.03	-0.52
COc1ccccc1N1CCN(C(=O)C2CCN(S(=O)(=O)c3ccc(F)cc3)CC2)CC1	/	-0.84	-1.2
CC(C)(C)n1nc2c(c1NC(=O)c1ccccc1F)CS(=O)C2 (stereo not given)	/	0.82	0.21
Nc1ccc2nn(-c3cccc4ccccc34)nc2c1	-3	-0.31	0.03
COc1ccc(COC(=O)N/N=C(\C)CC(=O)Nc2ccc(Cl)cc2)cc1	-21	-0.6	-0.79
Cc1ccc(Cc2cnc(N3C(=N)SC(c4ccccc4)C3=O)s2)cc1 (stereo not given)	/	-0.41	-0.41
Cc1cccc(Cn2c(N(C)Cc3ccccc3)nc3c2c(=O)[nH]c(=O)n3C)c1	/	-1.8	-1.3
Nc1ccc(Nc2nc(-c3cc4ccccc4oc3=O)cs2)cc1	33	/	/
Cc1ccc(S(=O)(=O)N2CCC(=O)N(C(COCc3ccc(C(F)(F)F)cc3)C(C)C)CC2)cc1 (stereo not given)	5	-0.96	-0.43
COC(=O)c1cc(C#N)c(Oc2cccc(C)c2C)nc1C	50	-0.09	-0.11
Cc1ccc(C(=O)c2cnc3ccccc3c2-c2ccccc2)cc1	/	-1.9	-1.6
CC(C)CN(C(=O)CN1CCCCCC1)c1c(N)n(CC(C)C)c(=O)[nH]c1=O	-7	/	/
COc1cc(CN2CCNC(=O)C2CC(=O)N2CCCO2)cc(OC)c1 (stereo not given)	-20	/	/
CCCCOCCCNC(=O)CCCOc1ccccc1	-40	1.3	0.42
C=CCSc1nnc(-c2nnc(SCC=C)n2-c2ccccc2)n1-c1ccccc1	31	1.1	1.7
Cc1c(Br)c([N+](=O)[O-])nn1C(C)C(=O)N1CCCc2ccccc21 (stereo not given)	/	0.26	1.1
CCOC(=O)N1CCN(C(=O)CSCc2nc(-c3ccccc3F)oc2C)CC1	-43	-0.09	-0.8
O=C(Cc1n[nH]c(=O)c2ccccc12)Nc1ccc(-c2nnc3n2CCCCC3)cc1	34	0.44	0.07
O=C(N/N=C/c1ccc([N+](=O)[O-])o1)c1ccc(O)cc1	-10	0.7	1.1
CSc1ccccc1NC(=O)CN(C)CC(=O)Nc1ccccc1C(F)(F)F	38	/	/
Cc1c(Nc2cc(N3CCCC(C)C3)c3nonc3c2[N+](=O)[O-])c(=O)n(-c2ccccc2)n1C (stereo not given)	/	0.34	0.07
Cc1ccccc1N(C(=O)Cc1c[nH]c2ccccc12)C(C(=O)NC1CCCCC1)c1ccco1 (stereo not given)	-11	1.3	0.45
COc1ccccc1NC(=O)COC(=O)c1ccccc1C(=O)N1CCN(c2ccccc2)CC1	-15	/	/
CNC(=O)C1CC(=O)N(Cc2ccc3c(c2)OCO3)C(=Nc2ccc(F)cc2)S1 (stereo not given)	/	0.52	0.9
O=C(NC(=S)Nc1ccc(N2CCCC2)cc1)c1ccccc1[N+](=O)[O-]	11	-0.22	0.47
CCc1ccc(N2CC(C(=O)Nc3ccccc3F)CC2=O)cc1 (stereo not given)	/	0.72	0.52
O=[N+]([O-])c1cc(/C=N/OCc2c(Cl)cccc2Cl)ccc1N1CCOCC1	48	-0.68	0.24
CC(=O)Nc1c(C(=O)C2CC2)oc2ccccc12	44	-0.15	-0.63
CCC(SC1=NCCS1)C(=O)Nc1ccc(S(N)(=O)=O)cc1 (stereo not given)	27	0.14	-0.08
CCNc1nc(Cl)nc(NCCOc2ccc(C)cc2)n1	0	0.58	0.64
COc1ccc2c(c1OC)C(=O)N(c1nccs1)C2	-16	-0.11	-0.74
CSCC(NS(=O)(=O)c1ccc(C)cc1)C(=O)O (stereo not given)	-387	/	/
O=C(CSc1nccc(=O)[nH]1)c1ccco1	20	/	/
O=[N+]([O-])c1cccc(C(=S)N2CCN(c3ccccc3)CC2)c1	-17	-0.9	-0.89
O=C(Nc1ccc(F)cc1)N1CCCC(c2nc3c(nnn3Cc3ccccc3Cl)c(=O)[nH]2)C1 (stereo not given)	-43	/	/
CCC1/C(=N\O)CC(c2ccco2)NC1c1ccco1 (stereo not given)	-89	1.6	0.82
COc1ccc2c(CC(=O)OCC(=O)Nc3ccc4c(c3)OCO4)coc2c1	/	-0.88	-0.78
CC(C)(O)c1cc(=O)sc2nc3ccccc3n12	8	0.81	0.66
Nc1nncn1C(=O)c1c(Cl)cccc1Cl	-444	1	0.48
Cc1ccc(CSc2nnc([C@@H]3CCCN3)o2)cc1	-14	-0.07	0.37
Cc1ccc(S(=O)(=O)NCCC(=O)OCC(=O)Nc2cccc(S(=O)(=O)NC3=NCCCCC3)c2)cc1	-64	/	/
O=C(c1ccco1)N1CCN(c2ccc(Cl)c(Cl)c2)CC1	0	/	/
COc1cccc(C(=O)Nc2ccc(NC(C)=O)cn2)c1	-32	-0.48	-0.89
O=c1cc(-c2ccccc2)[nH]c2cc(F)ccc12	-90	-0.31	-0.52
COCCn1c(SCC(=O)Nc2cccc(OC)c2)nnc1-c1ccccc1	-33	-0.39	-0.25
O=C(CNS(=O)(=O)c1cccc(Cl)c1)Nc1ccc(-c2nc3ccccc3s2)cc1	-25	-0.29	0.86
CCCOc1ccc2oc(=O)c3c(c2c1)CCCN3C(=O)CN1CCN(C(=O)c2ccco2)CC1	28	0.23	0.07
Cc1ccccc1OCCNC(=O)CSc1ccc(C(F)(F)F)cc1[N+](=O)[O-]	-36	-0.73	-0.64

Shown with values ahead of the structure: 20 of the compounds above.
Insulin prom inh | SDO1 yeast rescue | SDO1 yeast rescue Rescue 24 h | structure
-8 | 1.4 | 2.7 | CCc1ccc(NC(=O)CSC2=C(C#N)C(c3ccco3)C3=C(CCCC3=O)N2)cc1 (stereo not given)
35 | -0.47 | 1.1 | NS(=O)(=O)c1ccc(N/C=C/C(=O)c2ccc(Br)cc2)cc1
/ | 0.03 | -0.52 | O=C(CN1C(=O)CSc2ccccc21)NC1CCCC1
/ | -0.84 | -1.2 | COc1ccccc1N1CCN(C(=O)C2CCN(S(=O)(=O)c3ccc(F)cc3)CC2)CC1
/ | 0.82 | 0.21 | CC(C)(C)n1nc2c(c1NC(=O)c1ccccc1F)CS(=O)C2 (stereo not given)
-3 | -0.31 | 0.03 | Nc1ccc2nn(-c3cccc4ccccc34)nc2c1
-21 | -0.6 | -0.79 | COc1ccc(COC(=O)N/N=C(\C)CC(=O)Nc2ccc(Cl)cc2)cc1
/ | -0.41 | -0.41 | Cc1ccc(Cc2cnc(N3C(=N)SC(c4ccccc4)C3=O)s2)cc1 (stereo not given)
/ | -1.8 | -1.3 | Cc1cccc(Cn2c(N(C)Cc3ccccc3)nc3c2c(=O)[nH]c(=O)n3C)c1
33 | / | / | Nc1ccc(Nc2nc(-c3cc4ccccc4oc3=O)cs2)cc1
5 | -0.96 | -0.43 | Cc1ccc(S(=O)(=O)N2CCC(=O)N(C(COCc3ccc(C(F)(F)F)cc3)C(C)C)CC2)cc1 (stereo not given)
50 | -0.09 | -0.11 | COC(=O)c1cc(C#N)c(Oc2cccc(C)c2C)nc1C
/ | -1.9 | -1.6 | Cc1ccc(C(=O)c2cnc3ccccc3c2-c2ccccc2)cc1
-7 | / | / | CC(C)CN(C(=O)CN1CCCCCC1)c1c(N)n(CC(C)C)c(=O)[nH]c1=O
-20 | / | / | COc1cc(CN2CCNC(=O)C2CC(=O)N2CCCO2)cc(OC)c1 (stereo not given)
-40 | 1.3 | 0.42 | CCCCOCCCNC(=O)CCCOc1ccccc1
31 | 1.1 | 1.7 | C=CCSc1nnc(-c2nnc(SCC=C)n2-c2ccccc2)n1-c1ccccc1
/ | 0.26 | 1.1 | Cc1c(Br)c([N+](=O)[O-])nn1C(C)C(=O)N1CCCc2ccccc21 (stereo not given)
-43 | -0.09 | -0.8 | CCOC(=O)N1CCN(C(=O)CSCc2nc(-c3ccccc3F)oc2C)CC1
34 | 0.44 | 0.07 | O=C(Cc1n[nH]c(=O)c2ccccc12)Nc1ccc(-c2nnc3n2CCCCC3)cc1

(further entries)
Every second line gives: Insulin prom inh, SDO1 yeast rescue, SDO1 yeast rescue Rescue 24 h
CCOc1cc2[nH]c(=S)n(Cc3ccc(C(=O)NCC(OC)OC)cc3)c(=O)c2cc1OCC
    42, -0.52, 0.5
Cc1ccc(C(=O)CCNc2ccc(F)c(Cl)c2)o1
    12, -0.4, -1.1
O=S(=O)(NC1CC1)c1ccc(S(=O)(=O)N2CCC3(CC2)OCCO3)cc1
    -14, /, /
Cc1nn(C(=O)c2ccco2)c(C)c1CN1C(=O)c2ccccc2C1=O
    -14, -0.1, 0.8
COc1c2c(nc3occc13)C(CC=C(C)C)(OC)C(O)CC2 (stereo not given)
    15, -0.46, -0.95
Cc1ccc(C)c(OCCCC(=O)O)c1
    -5, -0.41, -1.5
CC(C)N(C(=O)C1CC(=O)OC12CCCCC2)C(C)C (stereo not given)
    -59, 0.22, 1.5
CC(C)(C)NC(=O)C(c1ccccn1)N(C(=O)C1CSC(=O)C1)c1ccccc1F (stereo not given)
    0, /, /
Cc1ccnc(NC(=O)/C=C/c2cccs2)c1
    /, 1.3, 1.1
Cc1nc2cc3nc(C(F)(F)F)[nH]c3cc2[nH]1
    -3, 1.8, -0.48
O=C(NCC(c1cccs1)N1CCOCC1)c1cc([N+](=O)[O-])cc([N+](=O)[O-])c1 (stereo not given)
    /, 0.42, 0.11
O=[N+]([O-])c1ccc(CSc2nc3ccccc3[nH]2)cc1
    /, -0.91, -1.1
Cc1ccc(S(=O)(=O)N(C)C)cc1NC(=S)NCc1ccco1
    18, /, /
O=C(CSc1c[nH]c2ccccc12)N1CCCc2ccccc21
    /, -1.5, -0.98
CSc1nnc(C)c(/C=C/Nc2ccc(C)cc2)n1
    -48, -1.1, -1.4
COc1cc(CC(=O)Nc2ccc(S(=O)(=O)N(C)C)cc2)cc(OC)c1OC
    /, 0.94, 0.5
O=C(Cn1ncc2c(=O)oc3ccccc3c21)N1CCN(C(=O)c2ccco2)CC1
    /, 0.29, -0.42
CC(=O)NCCn1c(SCc2cc(=O)n3cc(Cl)ccc3n2)nc2ccccc2c1=O
    /, -0.01, -0.43
Clc1ccc2noc(-c3ccccc3)c2c1
    -29, -0.05, -0.97
O=C1NC(Nc2nccs2)(C(F)(F)F)C(=O)N1CCc1ccccc1 (stereo not given)
    /, 0.24, -0.24
O=c1c2ccccc2sn1-c1cc(S(=O)(=O)N2CCOCC2)ccc1N1CCCC1
    -54, 2.5, 3.4
Cc1cccc2cc(CN(CCCO)C(=O)Nc3ccccc3Cl)c(=O)[nH]c12
    /, 0.53, 0.67
CN(C)C(=O)c1snnc1-c1ccccc1
    -200, 0.22, -0.32
COc1ccc(-n2c(C)nc3cc(C(=O)N4CCOCC4)ccc32)cc1
    6, 0.42, 0.31
CCCCCCCSc1nc(N)cc(=O)[nH]1
    28, -0.93, -1.7
CCOc1ccc(-c2nc(N)ncc2-c2ccc(OC)cc2)c(O)c1
    21, -1.8, -0.49
COC(=O)c1ccccc1NC(=O)c1cc(OC)cc(OC)c1
    -17, -2, -1.4
Cc1ccccc1NC(=O)c1ccc(Nc2c([N+](=O)[O-])cc([N+](=O)[O-])c3ccccc23)cc1
    /, -0.65, -0.86
O=C(CN1CCC(n2nnc3cc(F)ccc32)CC1)NCCc1nc2ccccc2[nH]1
    -31, 0.38, -0.54
CCOc1ccc(N=C2NC(=O)/C(=C/C(=O)OC)S2)cc1
    17, -0.82, -0.33
COc1ccc(O)c(C(=O)c2cc(C#N)c(=O)n(CC3CCCO3)c2)c1 (stereo not given)
    -41, -0.69, -0.7
O=C(O)c1nccnc1C(=O)N1CCN(c2ccccc2)CC1
    8, 0.88, -0.18
COc1cc(NS(=O)(=O)c2ccc3c(c2)oc(=O)n3C)cc(OC)c1OC
    /, 0.25, -0.7
Clc1ccc2nc(C3CCN(Cc4ccccc4)CC3)[nH]c2c1
    42, -0.46, -0.12
COc1ccc(CNC(=O)c2ccc3c(=O)n(CCCN4CCCC4=O)c(=S)[nH]c3c2)cc1
    29, /, /
O=C(/C=C/c1ccco1)N1CCN(C/C=C/c2ccccc2)CC1
    /, 0.25, -0.66
CCN(CC)S(=O)(=O)c1cccc(N=NC2=C(O)CCCC2=O)c1
    15, 0.89, 0.45
Cc1ccc2c(c1)/C(=N/O)CCS2
    -7, 1.1, 2.6
CCN(CC)S(=O)(=O)c1cccc(C(=O)NN2Cc3ccccc3C2=N)c1
    /, 1.4, 1.9
O=C(c1ccccc1)c1ccc(C(=O)N2CCN(c3ccc(F)cc3)CC2)o1
    10, -0.61, -0.88
CCCc1cc(=O)[nH]c(SCC(=O)NC)n1
    -2, 0.32, -0.22
CN(C)c1ccc(-c2nnn(CC(=O)Nc3ccc4c(c3)OCCO4)n2)cc1
    57, /, /
